# ERK EGF inh: blocks ERK signaling stimulated by EGF; HEK293-V1b, EGF-stimulated phospho-ERK AlphaScreen; Potency, µM (doses to about 11.5 µM), for the others: at the highest dose activity change, negative = inhibition, hits mostly inhibitors; 130,000 compounds, 0.41% hits; AID 1454; active = well fitted inhibition curve with a large enough effect; inconclusive = small, poorly fitted or top-dose-only effect, or effect the other way;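 also: plate controls were stimulated vehicle wells for no effect and unstimulated vehicle basal for full effect; nearly all actives have a fitted effect of over 55% in size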
#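 After overnight plating in 1% FBS, HEK293-V1b cells received test compound for half an hour, then a 5 min pulse of EGF (25 nM); ERK phosphorylation in lysates was read by bead-based AlphaScreen.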
# * marks the source's active call; other numbers are inactive results; ? = inconclusive; & = joins results of further samples; [ ] = remark or other dose. Potency is read from the fitted curve at half-maximal effect. An excerpt, so the mix of outcomes need not match the whole.
SMILES,ERK EGF inh
Cc1oc(-c2ccccc2)cc1C(=O)NC(Cc1c[nH]c2ccccc12)C(=O)O (stereo unspecified),3%
CCCCOc1ccc(/C=C/C(=O)Nc2ccc([N+](=O)[O-])cc2C)cc1,5%
CCOC(=O)N1CCN(CC(=O)Nc2sccc2C#N)CC1,0%
O=C1c2ccccc2NC(c2cccc(O)c2)N1NS(=O)(=O)c1ccccc1 (stereo unspecified),1%
CNCc1nc2ccccc2[nH]1,2%
CC(C)(C)NC(=O)C(c1ccc(O)cc1)N(C(=O)CCC(=O)Nc1nccs1)c1cccc(F)c1 (stereo unspecified),0%
Cc1ccc(-c2noc(CNc3ccccc3)n2)cc1,1%
COc1cc2[nH]c(C(=O)NN)c(N)c2cc1OC,-11%[57.5 µM]
O=C(OCCN1C(=O)c2cccc3c(N4CCOCC4)ccc(c23)C1=O)c1ccccc1Cl,-12%
CCO/N=C(/C)c1c(O)c(C)c(-c2ccccc2)n(-c2ccccc2)c1=O,4%
COc1ccc(N/C=C/c2nc(SC)nnc2C)cc1,-3%
S=C(NCc1ccco1)N1CCOCC1,-2%
CCOC(=O)C1=C(C)Nc2[nH]c(=O)[nH]c(=O)c2C1c1cccs1 (stereo unspecified),-8%
C=CCn1c(O)c(N=NC(=S)Nc2ccccc2F)c2ccccc21,?
CCN(CC)C(=O)CSc1nc2cc3c(cc2c(=O)n1CCCCCC(=O)NCc1ccc(OC)cc1)OCO3,-3%
COc1ccccc1NC(=O)c1cc(C)oc1C,-1%
O=C(Nc1cc(C(F)(F)F)ccc1Cl)C(Sc1cccc[n+]1[O-])c1ccccc1 (stereo unspecified),6%
O=C(CCN1C(=O)/C(=C/c2ccccc2)SC1=S)NNC(=O)c1cccnc1,2%
CC(=O)N[C@@H](Cc1c[nH]c2ccccc12)C(=O)OCC(=O)NCc1ccc2c(c1)OCO2,?
COc1ccc(/C=C/C(=O)N2CCN(C)CC2)cc1S(=O)(=O)N1CCCCC1,-3%

# Shown field by field: part of the list above
> CCN(CC)C(=O)CSc1nc2cc3c(cc2c(=O)n1CCCCCC(=O)NCc1ccc(OC)cc1)OCO3
  ERK EGF inh: -3%

> COc1ccccc1NC(=O)c1cc(C)oc1C
  ERK EGF inh: -1%

# (list continues)
SMILES,ERK EGF inh
COc1ccccc1N1C(=O)C(Cl)=C(Nc2ccccc2O)C1=O,-5%
COc1cc(S(=O)(=O)N2CCN(C)CC2)ccc1Cl,6%
O=C(NCc1ccccc1)c1cccc(S(=O)(=O)NCc2ccccc2)c1,10%
Cc1cccc(NC(=O)CSc2nc(N)c(NC(=O)c3cccs3)c(=O)[nH]2)c1C,0%
CCn1ncc(CN2CCCC(CNC(=O)c3ccc(F)cc3)C2)c1C (stereo unspecified),7%
O=C(CSc1nncs1)NCCCc1ccccc1,8%
CCCCCCCc1c(O)nc(SCCN2CCOCC2)[nH]c1=O,-5%
CCN(CC)C(=O)c1cn(-c2ccccc2)nc1-c1ccc2c(c1)OCCO2,24%
C=CC(=O)NN(C)c1ncc(C(F)(F)F)cc1Cl,-11%
C#CCNC(=O)C1=C[C@@H](C)C[C@@H](OCc2ccc(CO)cc2)O1,-2%[57.5 µM]
CC(C)CC1CC(C)(c2csc(NNC(=O)c3ccccc3)n2)OC1=O (stereo unspecified),-8%
CCOc1ccc(C(=O)NC(=S)Nc2cccnc2)cc1[N+](=O)[O-],-4%
NC(CC(=O)O)c1ccc(F)cc1 (stereo unspecified),-6%
COc1ccc(Cn2cc(F)c(=O)n(C)c2=O)cc1[N+](=O)[O-],2%[57.5 µM]
COc1cc(/C=C/C(=O)OCC(=O)NC(=O)NC(C)C)cc(S(=O)(=O)N2CCc3ccccc32)c1OC,5%
COc1ccc(C(=O)NC2(C(F)(F)F)NC(=O)N(CCCc3ccccc3)C2=O)c(OC)c1OC (stereo unspecified),5%
O=c1cc(O)c2sc3nc(-c4cccnc4)cc(C(F)(F)F)c3c2[nH]1,3%
O=C1OCCC1Sc1nnc(-c2ccccc2Cl)n1Cc1ccccc1 (stereo unspecified),3%
CN1CCC(C2(O)c3ccccc3CCc3ccccc32)CC1,?
COc1cccc(CC2(CO)CCCN(Cc3ccc(CN4CCCCC4)s3)C2)c1 (stereo unspecified),5%
NS(=O)(=O)c1ccc(NC(=S)Nc2ccc(S(=O)(=O)N3CCCC3)cc2)cc1,-2%[57.5 µM]
O=C(NCCCN1CCOCC1)c1ccc(CSc2ccc(Cl)cc2)cc1,0%
CCOC(=O)N1CCN(C(=O)c2ccc3c(=O)n(-c4cc(OC)ccc4OC)c(=S)[nH]c3c2)CC1,2%
Cc1ccc(C)c(S(=O)(=O)N2CCN(Cc3ccc(O)c4ncccc34)CC2)c1,?
CN1CCN(CC(=O)N2c3ccccc3C(=O)Nc3cccnc32)CC1,-4%
O=C(N/N=C/c1ccncc1)c1nn(Cc2ccccc2)c(=O)c2ccccc12,-3%
O=C(CSc1nnc2ccccn12)NNC(=O)c1ccc(F)cc1,-10%
CCOc1ccc(-c2cc(C(=O)NCC3CCCO3)c3ccccc3n2)cc1 (stereo unspecified),2%
CCN(C(=S)NCCOC)c1cccc2ccccc12,2%
O=C1CC(N2CCN(c3ccccn3)CC2)C(=O)N1CC(c1ccccc1)c1ccccc1 (stereo unspecified),1%
N=C(N)S/C=C\C(=O)O,-2%
CCS(=O)(=O)N1Cc2ccccc2CC1C(=O)Nc1nc2ccc(C)cc2s1 (stereo unspecified),-2%
S=c1[nH]cc(-c2ccc(Cl)cc2)n1Cc1ccccc1,8%[57.5 µM]
Cc1nnc(SCC(=O)NC(C)(C)C)n1CCc1ccccc1,3%
Nc1ccc2c(c1)OC1(CCCC1)O2,?
CC(=O)C1C(c2ccc(F)cc2)C2C(C)=NN=C2CC1(C)O (stereo unspecified),7%
COc1ccc(NC(=O)CCN2CCN(S(=O)(=O)c3ccc(OC)cc3)CC2)cc1,-17%
O=c1cc(-c2ccccc2)oc2cccc(O)c12,1%&-2%
Cc1cc(NCc2ccccn2)n2c(nc3ccccc32)c1C#N,6%
O=C(NCC(=O)N1CCN(S(=O)(=O)c2cccs2)CC1)c1ccc(Cl)cc1,-3%
Cn1c2ccccc2c2ncn(Cc3ccc(F)cc3)c(=O)c21,-3%[57.5 µM]
Cc1ccccc1NC(=O)c1cc2ccccn2n1,4%[57.5 µM]
COc1ccccc1N(CC(=O)N/N=C/c1ccc(SC)cc1)S(C)(=O)=O,-5%
COc1cc2c(cc1N/C=C(\C#N)c1nc(-c3ccccc3)cs1)oc1ccccc12,12%
O=C(CSc1nnc(-c2ccc(F)cc2)o1)NC1CCCCC1,-8%
O=C(CN1C(=O)COc2ccc(S(=O)(=O)N3CCCC3)cc21)NC1CCCCCCC1,-1%
CN(C)/C=C(\C(=O)c1cccc(Cl)c1)c1nnnn1-c1ccccc1,2%[57.5 µM]
Nc1c(C(=O)O)sc2nc3c(cc12)CCCC3,7%[57.5 µM]
O=C(NC(=S)N1CCOCC1)c1cc2ccccc2o1,7%
Cc1ccnc(NS(=O)(=O)c2ccc(N3C(=O)c4c(Cl)c(Cl)c(Cl)c(Cl)c4C3=O)cc2)n1,-10%
# (listing goes on)
SMILES,ERK EGF inh
O=C(NCCc1ccccc1)C(=O)c1c(-c2ccccc2)[nH]c2ccccc12,-5%
O=S(=O)(Cc1ccccc1Cl)NCCc1ccccc1,-2%
COCCCN(Cc1ccccn1)S(=O)(=O)Cc1ccccc1,1%
COc1cc(OC)c2ccc(=O)oc2c1C(CC(=O)N1CCOCC1)c1ccc2c(c1)OCO2 (stereo unspecified),-5%[57.5 µM]
O=C(O)c1ccc(CSc2nnc(COc3ccccc3)o2)cc1,-10%[57.5 µM]
O=C(CC1CCCCC1)NCCOc1ccccc1,0%
CCN(CC)S(=O)(=O)c1ccc(C(=O)Nc2nnc(COC)o2)cc1,-5%
CCN(CC)c1ccc(NC(=S)NC(=O)Cc2ccccc2)cc1,0%
CN(CC1CCOCC1)C(=O)CC1C(=O)NCCN1Cc1ccc(Cl)c(F)c1 (stereo unspecified),-13%[57.5 µM]
N#Cc1cccnc1N1CCN(C(=O)c2ccco2)CC1,11%[57.5 µM]
O=C(NC1(C(=O)NC2CCCCC2)CCCCC1)c1ccc2c(c1)OCO2,0%
O=S(=O)(Nc1ncccn1)c1ccc(-n2cnnn2)cc1,-18%
Cc1nn(-c2ccccc2)c(Cl)c1/C=N/NC(=O)c1cccnc1,3%
COc1cccc([C@@H]2Oc3ccc(Br)cc3C[C@H]2OC(=O)Nc2cc(OC)c(OC)c(OC)c2)c1,-8%
COC(=O)c1ccc([N+](=O)[O-])cc1N1C(=O)C2C3CCC(C3)C2C1=O (stereo unspecified),-1%
CNc1ccccc(C(=O)/C=C/c2ccccc2OC)c1=O,-8%
S=C(NC1CCCCC1)N1CCN(C2CCCCC2)CC1,-2%
Cc1ccc(S(=O)(=O)NCC2CCC(C(=O)NCc3cccnc3)CC2)cc1 (stereo unspecified),0%
N#Cc1c(N)nc2c(c1-c1ccc(F)cc1)CCC2,6%[57.5 µM]
O=c1c(-c2cccc(F)c2)nc2cncnc2n1C1CC1,7%
CCOC(=O)c1c(NC(=O)COc2ccccc2)sc2c1CC(C)(C)NC2(C)C,-7%
O=C(COc1ccccc1F)N1CCc2ccccc2C1,3%
CCN(CC)C(=O)c1ccc2c(c1)nnn2C,5%
N#C/C(=C\c1c(N2CCCCC2)nc2ccccn2c1=O)C(=O)NC1CCS(=O)(=O)C1 (stereo unspecified),5%
O=C(NCCNCc1cccs1)c1ccccc1F,-4%
CCCCCCCCCCCCCCCC[n+]1cccc(C(=O)N(CC)CC)c1,8%
Cc1ccc(-n2ncc3c(N4CCC(C(N)=O)CC4)ncnc32)c(C)c1,3%[57.5 µM]
CNc1nc(NC#N)nc(SC)n1,-6%[57.5 µM]
Cc1ccc(N2C(=O)C3C4CC(=O)C(c5ccccc54)C3C2=O)cc1C (stereo unspecified),9%
CCCn1c(C)nc2c(NC3CCN(Cc4ccccc4)C3)nc(C)nc21 (stereo unspecified),-6%
Cc1ccc2sc(N(CCCN(C)C)C(=O)c3ccc(S(=O)(=O)N(C)C)cc3)nc2c1C,10%
CSCC[C@H](NC(=O)C(C)(C)Oc1ccc(Cl)cc1)c1nc2ccccc2[nH]1,-12%
Cc1ccc(COCCN2CCN(S(=O)(=O)c3ccccc3)CCC2=O)cc1,15%[57.5 µM]
O=C(O)CCCN=CC1=C(O)CNC1=O,3%
N#CC(C(=O)NC1CCCCC1)=C1CCCCC1,2%
O=C(/C=C/c1ccccc1)c1cccs1,0%
COc1ccc(C2CC(c3ccccc3)=NN2C(=O)COC(=O)C2CC2)cc1 (stereo unspecified),0%
COc1cc2c(cc1C1NC(=S)NC(C)=C1C(N)=O)CCCC2 (stereo unspecified),-12%
C=CCN1c2ccccc2[C@]23C[C@@H](C(=O)OC)N(C(=O)c4ccc(Br)cc4)C2=NC(C(=O)OC)=C(C(=O)OC)[C@H]13,-3%[57.5 µM]
Nc1ncnc(Oc2cccc3cccnc23)c1[N+](=O)[O-],-9%
O=C1CCc2ccc(OCCCCN3CCN(c4cccc(Cl)c4Cl)CC3)cc2N1,-2%[57.5 µM]
OC(CN1CCNCC1)Cn1c2ccc(Br)cc2c2cc(Br)ccc21 (stereo unspecified),28µM*
Cc1cccc(/C=N/NC(=O)Cc2cccs2)c1,7%[57.5 µM]
O=C(O)c1ccc(N(c2ccccc2)c2ccccc2)cc1,-1%
Cc1cc(Cl)c(S(=O)(=O)N2CCCC2)cc1OCC(N)=O,-1%[57.5 µM]
Cc1nn(Cc2ccccc2)c(C)c1C(=O)NCCN1C(=O)S/C(=C\c2ccc(F)cc2)C1=O,3%
CCC(=O)NCc1c(C)c(C)n(Cc2ccccc2)c1-n1cccc1,1%
CCSc1nc(O)cc(=O)[nH]1,-5%[57.5 µM]
COc1cc2c(cc1OC)C(C)N(C(C)=O)CC2 (stereo unspecified),0%
CC(C)(C(=O)O)n1cncn1,-5%
COc1ccc(Br)c2c1C(=O)CC2,10%[57.5 µM]
CC(=O)OCC1=C(C(=O)O)N2C(=O)C(NC(=O)CSc3ccncc3)[C@@H]2SC1 (stereo partly specified),11%

# Grouped by structure, the compounds so far containing a Cl atom (17)
SMILES,ERK EGF inh
O=C(OCCN1C(=O)c2cccc3c(N4CCOCC4)ccc(c23)C1=O)c1ccccc1Cl,-12%
O=C(Nc1cc(C(F)(F)F)ccc1Cl)C(Sc1cccc[n+]1[O-])c1ccccc1 (stereo unspecified),6%
COc1ccccc1N1C(=O)C(Cl)=C(Nc2ccccc2O)C1=O,-5%
COc1cc(S(=O)(=O)N2CCN(C)CC2)ccc1Cl,6%
C=CC(=O)NN(C)c1ncc(C(F)(F)F)cc1Cl,-11%
O=C1OCCC1Sc1nnc(-c2ccccc2Cl)n1Cc1ccccc1 (stereo unspecified),3%
O=C(NCCCN1CCOCC1)c1ccc(CSc2ccc(Cl)cc2)cc1,0%
S=c1[nH]cc(-c2ccc(Cl)cc2)n1Cc1ccccc1,8%[57.5 µM]
O=C(NCC(=O)N1CCN(S(=O)(=O)c2cccs2)CC1)c1ccc(Cl)cc1,-3%
CN(C)/C=C(\C(=O)c1cccc(Cl)c1)c1nnnn1-c1ccccc1,2%[57.5 µM]
Cc1ccnc(NS(=O)(=O)c2ccc(N3C(=O)c4c(Cl)c(Cl)c(Cl)c(Cl)c4C3=O)cc2)n1,-10%
O=S(=O)(Cc1ccccc1Cl)NCCc1ccccc1,-2%
CN(CC1CCOCC1)C(=O)CC1C(=O)NCCN1Cc1ccc(Cl)c(F)c1 (stereo unspecified),-13%[57.5 µM]
Cc1nn(-c2ccccc2)c(Cl)c1/C=N/NC(=O)c1cccnc1,3%
CSCC[C@H](NC(=O)C(C)(C)Oc1ccc(Cl)cc1)c1nc2ccccc2[nH]1,-12%
O=C1CCc2ccc(OCCCCN3CCN(c4cccc(Cl)c4Cl)CC3)cc2N1,-2%[57.5 µM]
Cc1cc(Cl)c(S(=O)(=O)N2CCCC2)cc1OCC(N)=O,-1%[57.5 µM]
